Compound activity (PubChem)
Pol beta inh = qHTS Assay for Inhibitors of DNA Polymerase Beta | 1.3% of 340,000 active | Pol beta primer extension/strand displacement, fluorescence kinetic | P06746 | Potency, µM (titrated, usually from 114 µM), for inactives: at the top dose activity change, negative = inhibition, actives largely listed as inhibitors; note: potency is the fitted concentration of half-maximal effect; % is set by controls: 0 for no effect and ±100 for the full control effect
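Values derive from four-parameter Hill fits of normalized kinetic data: reads at 0 and 10 min following addition of 50 nM substrate to 10 nM Pol beta preincubated 15 min with compound.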
LDHA block = qHTS assay for inhibitors of human lactate dehydrogenase; 0.15% of 480,000 active; purified LDHA, NADH/diaphorase-resazurin fluorescence; active compounds read low; activity change, % (values are at about 110 or 230 µM); in the data active = activity change below about -30%; inconclusive = mostly about -25% to -30%;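 note: plate controls were DMSO wells for no effect and wells without enzyme for full effect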
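Remaining NADH was detected by diaphorase (0.133 mg/mL) converting 37 µM resazurin to fluorescent resorufin, read at 0 and 20 minutes. The preceding 5-minute room-temperature reaction used 2 nM LDHA, 0.2 mM sodium pyruvate and 0.06 mM NADH at pH 7.4.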
BLM inh = qHTS Assay for Inhibitors of Bloom's syndrome helicase (BLM); RecQ-like DNA helicase BLM (Homo sapiens), P54132; recombinant BLM DNA unwinding, fluorescence dequenching; Potency, µM (titrated, usually from 56.1 µM), for inactives: at the highest dose activity change, negative = inhibition, usual class: inhibitors; 0.2% of 350,000 active; AID 2528, 2010;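 note: potency is the fitted concentration of half-maximal effect; plate controls were vehicle for no effect and no enzyme for full effect; nearly all actives have a fitted effect of over 35% in size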
POLI inh = qHTS for Inhibitors of Polymerase Iota | AID 588590, 2011 | 1% of 390,000 active | Potency, µM (top dose mostly 115 µM), for inactives: top-dose activity, negative = inhibition, hits mostly inhibitors | Pol iota fluorescent replication assay, 10 min | DNA polymerase iota (Homo sapiens), Q9UNA4; note: potency is the fitted concentration of half-maximal effect
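Pol iota at 10 nM preincubated 15 min with compounds at room temperature; reaction started with fluorescent substrate, 50 nM final. Fluorescence read kinetically at 0 and 10 min; buffer-only wells as negative control.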
APEX1 inh = qHTS Assay for Inhibitors of the Human Apurinic/apyrimidinic Endonuclease 1 (APE1); DNA repair nuclease/redox regulator APEX1 (Homo sapiens), P27695; recombinant APE1, TAMRA/BHQ-2 abasic DNA cleavage fluorescence; Potency, µM (series often up to 65.8 µM), inactives show at the highest dose activity change, negative = inhibition, hits mostly inhibitors; 0.35% of 350,000 active;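 note: potency is the fitted concentration of half-maximal effect; plate controls were vehicle for no effect and reference inhibitor for full effect; nearly all actives have a fitted effect of over 55% in size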
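APE1 at 0.75 nM final was preincubated with compound 15 min at room temperature, then 50 nM double-stranded THF abasic-site substrate (5'-TAMRA/3'-BHQ-2) was added. Fluorescence (ex 525/em 598 nm) was read kinetically; third-minus-first read gave activity.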
Pol eta inh = qHTS for Inhibitors of Polymerase Eta. DNA polymerase eta (Homo sapiens), Q9Y253. recombinant Pol eta, fluorescent DNA replication assay. Potency, µM (highest dose often 114 µM), without a hit: at the highest dose activity change, negative = inhibition, hits mostly inhibitors. 1.2% of 390,000 active. AID 588591, 2011; note: potency is the fitted concentration of half-maximal effect; % is set by controls: 0 for no effect and ±100 for the full control effect
Target sequence (Q9Y253 whole entry, looked up): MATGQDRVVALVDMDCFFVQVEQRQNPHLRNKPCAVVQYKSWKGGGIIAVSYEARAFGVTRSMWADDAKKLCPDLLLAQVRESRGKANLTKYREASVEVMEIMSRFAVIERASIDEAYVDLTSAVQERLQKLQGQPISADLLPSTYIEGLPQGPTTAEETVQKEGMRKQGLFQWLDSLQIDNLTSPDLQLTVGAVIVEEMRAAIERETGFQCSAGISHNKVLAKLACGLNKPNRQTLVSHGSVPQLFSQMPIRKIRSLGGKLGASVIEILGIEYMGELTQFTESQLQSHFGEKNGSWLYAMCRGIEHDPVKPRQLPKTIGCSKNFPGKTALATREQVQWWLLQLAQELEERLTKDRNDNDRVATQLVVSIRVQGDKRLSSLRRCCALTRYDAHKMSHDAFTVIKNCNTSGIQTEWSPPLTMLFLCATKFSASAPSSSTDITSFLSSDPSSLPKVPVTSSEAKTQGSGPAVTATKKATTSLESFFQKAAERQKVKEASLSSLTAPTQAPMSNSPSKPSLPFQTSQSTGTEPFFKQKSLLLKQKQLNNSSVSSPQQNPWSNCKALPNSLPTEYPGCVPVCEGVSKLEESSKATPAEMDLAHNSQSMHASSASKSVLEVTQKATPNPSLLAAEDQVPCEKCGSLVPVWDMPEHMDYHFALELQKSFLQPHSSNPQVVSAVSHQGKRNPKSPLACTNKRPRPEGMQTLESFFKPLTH
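Pol eta at 10 nM preincubated with compounds 15 min at room temperature; reaction started with fluorescent substrate (50 nM final) and read kinetically at 0 and 10 min.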
POLK inh = qHTS for Inhibitors of Polymerase Kappa; 0.53% of 400,000 active; DNA polymerase kappa (Homo sapiens), Q9UBT6; Potency, µM (highest dose often 107 µM), inactives show top-dose activity, negative = inhibition, actives largely listed as inhibitors; purified Pol kappa, fluorescent DNA synthesis assay, 10 min; note: potency is the fitted concentration of half-maximal effect; % is set by controls: 0 for no effect and ±100 for the full control effect
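Fluorescent qHTS in 1536-well format: enzyme (10 nM) and compound sat 15 min at room temperature before 50 nM substrate (final) was added. Signal taken at 0 and 10 min; no-enzyme buffer wells were negative controls.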
Apoferritin bind = qHTS Assay for Identification of Novel General Anesthetics; AID 485281, 2010; Ferritin light chain (Equus caballus), P02791; apoferritin/1-aminoanthracene competitive binding, fluorescence; Potency, µM (top dose mostly 77.5 µM), inactives show at the highest dose activity change, negative = displacement, usual class: inhibitors; 0.074% of 350,000 active; note: potency is the fitted concentration of half-maximal effect; % is set by controls: 0 for no effect and ±100 for the full control effect; nearly all actives have a fitted effect of over 20% in size
Target sequence (P02791 2-175 limits assumed): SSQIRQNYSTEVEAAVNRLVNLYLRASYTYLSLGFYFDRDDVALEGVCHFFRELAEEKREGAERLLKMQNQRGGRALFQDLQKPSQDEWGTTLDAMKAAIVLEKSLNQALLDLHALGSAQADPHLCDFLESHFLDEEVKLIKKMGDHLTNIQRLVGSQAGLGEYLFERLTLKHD
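Apoferritin-based anesthetic binding model; compound displacement of fluorescent 1-AMA measured as endpoint fluorescence after 10 minutes at room temperature, scaled to free-ligand and complex controls.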
Glioma ERSR ind = qHTS for Inducers of the Endoplasmic Reticulum Stress Response (ERSR) in Human Glioma: qHTS. Potency, µM, inactives show top-dose activation, usual class: activators. U87-MG GRP78 promoter luciferase reporter, 16 h. 0.02% of 420,000 active. AID 602332, 2012; note: potency is the fitted concentration of half-maximal effect; series mostly up to about 76 µM; % of control where 0% means no effect; nearly all actives have a fitted effect of over 35% in size
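ERSR induction read as luciferase luminescence (Bright-Glo, 10 min at room temperature) in stably transfected human U87-MG glioma cells exposed to compounds for 16 h, using GRP78 as sensor.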
Active calls of the source: *; ? = inconclusive; . = not tested or not shown; [ ] = remark or other dose. Unless noted, calls come from the whole dose curve; as a rule, active = well fitted curve in the direction sought with a large enough effect; inconclusive = small, poorly fitted or top-dose-only effect, or another doubt; inactive = no such curve, though single readings can be large; an effect the other way counts as inactive or inconclusive. These rows are one share of the data; rates above refer to the full screens.

Sequence of screens: Pol beta inh, LDHA block, BLM inh, POLI inh, APEX1 inh, Pol eta inh, POLK inh, Apoferritin bind, Glioma ERSR ind
1: Cc1cccc2c1cnn2C(=O)CCC(=O)N1CCC(C)CC1
    15%, -8, -3%, -10%, 0%, -7%, -5%, ?, -2%
2: Cc1cc(C)cc(-n2ncc3c2CCCC3NC(=O)c2csnn2)c1 (stereo not given)
    6%, -3, -3%, 53%[activator], 0%, -19%, -5%, -14%, ?
3: CC1=NN(Cc2ccccc2)C(=O)C1C(c1ccncc1)C(C#N)C#N (stereo not given)
    0%, -3, -2%, ?, 0%, 2%, -11%, -5%, -4%
4: O=C(NNC(=O)c1ccc(-n2cncn2)c([N+](=O)[O-])c1)c1cccc(Cl)c1
    ., -5, ., 99%[activator], -1%, -7%, 1%, ., -2%
5: CC(=O)Cn1cnc2sc(-c3ccccc3)cc2c1=O
    0%, -13, -8%, 11%, 2%, 17%, 2%, -23%, -1%
6: O=C1CC(c2nc3ccccc3[nH]2)CN1c1cccc(C(F)(F)F)c1 (stereo not given)
    17%, -2, 0%, 20%, -5%, -26%, -2%, -17%, -4%
7: CC(C)NS(=O)(=O)c1ccc2c3c(cccc13)CC2
    -28%, 1, -2%, 28%, 5%, -8%, -13%, ?, -1%
8: CCCC[C@]12Cc3cc(OC)c(OC)cc3C(O1)C1=C(CC3(CCCCC3)OC1=O)O2
    9%[22.9 µM], ., -6%[12.4 µM], ., -20%[12.4 µM], ., ., ?, .
9: NNC(=O)CNS(=O)(=O)c1ccc([N+](=O)[O-])cc1
    4%, -3, -11%, 22%, -6%, 2%, -10%, ?, -4%
10: C=C1N(c2cccc(Cl)c2)C(=O)OC1(C)C
    -22%, -1, -3%, 47%[activator], 9%, -11%, 0%, ?, -5%
11: Cc1cc(N2CCC(N(C)C3CCCC3)CC2)nc2cc(O)ccc12
    4%, 0, 45%[activator], -6%, -4%, -10%, -12%, 272%[activator], -4%
12: COc1ccc2nc(C)cc(SCC(=O)OC(C)C)c2c1
    1%, 10, 1%, ?, -1%, -9%, -27%, -17%, -1%
13: COC(c1ccccc1)c1nnc(CCC(=O)NCc2cccc(-n3cccn3)c2)o1 (stereo not given)
    -15%, -8, -3%, 31%[activator], 0%, 0%, 5%, -6%, 2%
14: COc1cccc(NC(=O)CSc2nnnn2C2CCCC2)c1
    -2%, -7, -4%, 45%[activator], 34%, -22%, 7%, -14%, 6%
15: Cc1sc2ncnc(SCC(=O)NCC3CCCO3)c2c1C (stereo not given)
    ., 0, ., 2%, -1%, -11%, 0%, ., 3%

Complete entries, quoted from the list:
`O=C(NNC(=O)c1ccc(-n2cncn2)c([N+](=O)[O-])c1)c1cccc(Cl)c1` in the list: Pol beta inh: .; LDHA block: -5; BLM inh: .; POLI inh: 99%[activator]; APEX1 inh: -1%; Pol eta inh: -7%; POLK inh: 1%; Apoferritin bind: .; Glioma ERSR ind: -2%
`Cc1sc2ncnc(SCC(=O)NCC3CCCO3)c2c1C` (stereo not given) in the list: Pol beta inh: .; LDHA block: 0; BLM inh: .; POLI inh: 2%; APEX1 inh: -1%; Pol eta inh: -11%; POLK inh: 0%; Apoferritin bind: .; Glioma ERSR ind: 3%

Next compounds:
Sequence of screens: Pol beta inh, LDHA block, BLM inh, POLI inh, APEX1 inh, Pol eta inh, POLK inh, Apoferritin bind, Glioma ERSR ind
16: O=C(Nc1ccc2c(c1)nc1n2CCSC1)c1ccco1
    11µM*, -8, -12%, 32µM*, -9%, ?, -36%, 22%, -5%
17: COC(=O)c1ccc(NC(=O)C(=O)NCC(c2cccnc2)N2CCN(c3ccccc3)CC2)cc1 (stereo not given)
    11%, -3, -6%, -3%, ., -11%, -14%[60.1 µM], 43%[activator], -5%
18: c1cncc(-c2nn3c(Cn4cnc5ccccc54)nnc3s2)c1
    8%, -3, 3%, 35%[activator], 0%, 4%, -2%[60.1 µM], -9%, 0%
19: CCN(CC)C(=O)C1CCCN(c2ncnc3c2cnn3-c2ccc(Cl)cc2)C1 (stereo not given)
    20%, 4, -2%, -2%, 12%, -11%, ?, ?, -10%
20: O=C(NCCc1ccc(Cl)cc1)C1CCN(S(=O)(=O)c2cccs2)CC1
    1%, 3, -5%, -14%, -1%, -15%, -2%, ?, -2%
21: COc1ccc(CCNc2nc(-c3ccc(C)cc3)cc(C(F)F)n2)cc1OC
    26%, -13, -4%, -5%, ., -8%, -6%, 1%, -3%
22: COc1nc(Nc2ccc(O)cc2)nc(OC(C(F)(F)F)C(F)(F)F)n1
    0%, 3, -10%, -9%, -7%, ?, -9%, -10%, 2%
23: Cc1cccc(OCCCC(=O)NCc2ccco2)c1
    1%, -3, 0%, 7%, -2%, -2%, -16%, -13%, -2%
24: Cc1ccc(-c2cc3c(n2-c2ccccc2F)CC(C)(C)CC3=O)cc1
    17%, 1, -5%, 19%, ., -13%, -4%, -5%, 0%
25: O=C(CCC(=O)N1CCCCCC1)NCc1ccc(F)cc1
    4%, -13, -3%, 15%, 22%, 8%, -3%, -7%, 0%
26: CCC1CCCCN1C(=O)CSc1nnc(-c2cccs2)o1 (stereo not given)
    13%, 0, 3%, 15%, 8%, -20%, -4%, -22%, 1%
27: O=C(COC(=O)Cc1ccccc1F)Nc1cccc(S(=O)(=O)NC2=NCCCCC2)c1
    -2%, -2, -2%, 64%[activator], 2%, -14%, -7%, -12%, -4%
28: Cc1[nH]c2ccccc2c1C(=O)CSc1ccccn1
    1%, -4, -3%, -13%, -5%, -6%, -12%, -13%, 3%
29: COc1ccc(S(=O)(=O)Nc2ccc3c(c2)C(=O)N([C@H](C)CO)C[C@H](C)[C@@H](CN(C)C(=O)Nc2ccc4c(c2)OCO4)O3)cc1
    ., -1, ., 32%[activator], 27%, -12%, -5%, ., -2%
30: COc1cccc(NC(=O)c2cccc(C(=O)Nc3cccc(OC)c3)c2)c1
    3%, -8, 1%, 156%[activator], 6%, -10%, -12%, -5%, 1%
31: O=S(=O)(Nc1ccc(N2CCCCC2)cc1)c1ccccc1
    8%, 6, -4%, 8%, 7%, -11%, -8%, -14%, 2%
32: Cc1ccc(NC(=O)C(c2ccccc2)N2CCN(CC(=O)N3CCOCC3)CC2)cc1 (stereo not given)
    ., 0, ., 39%[activator], -4%, -21%, 9%, ., 0%
33: O=C(Nc1ccc(Br)cc1)c1cc(-c2cccs2)on1
    ?, -2, -4%, -9%, -12%, 9%, -7%, -5%, 6%
34: Cc1cc(C)c2[nH]c(=O)c(CN(Cc3cccs3)C(=S)NCC3CCCO3)cc2c1 (stereo not given)
    18%, 0, -6%, -8%, 0%, -17%, -8%, -5%, -3%
35: Cc1ncc([N+](=O)[O-])n1S(=O)(=O)c1cc(Cl)ccc1Cl
    0%, -1, -6%, 80%[activator], 23%, -4%, -2%, -2%, -3%
36: Cc1cc(S(=O)(=O)NC(C)C)ccc1OCC(=O)Nc1ccc2c(c1)OCCO2
    50%[activator], -7, 0%, 43%[activator], 12%, -7%, 1%, -23%, -3%
37: CCOc1ccc(CCNC(=O)c2cccnc2N2CCCC2)cc1OCC
    23%, -10, 4%, -7%, -4%, -4%, -3%, -3%, -2%
38: O=C(COC(=O)c1c[nH]c(=O)[nH]c1=O)NCc1ccccc1
    7%, -6, -3%, 5%, -4%, -10%, -3%, -10%, -1%
39: Cn1c2ccccc2n2c(=O)c(=O)n(CC(=O)N3CCCc4ccccc43)nc12
    -15%, ., -2%, ., 1%, ., ., -4%, .
40: O=C(CSc1nnc(-c2cccnc2)n1Cc1ccco1)N1CCc2ccccc21
    -18%, -2, 0%, 17%, -3%, -19%, -10%, -6%, -5%
41: COc1ccc(-c2csc(N3C(=O)C4C5c6ccccc6C(c6ccccc65)C4C3=O)n2)cc1 (stereo not given)
    2%, -3, -2%, 19%, 0%, -25%, 11%, -1%, -1%
42: O=C(NCCCN1CCN(Cc2ccccc2)CC1)C1CCN(c2nnc(-n3cccc3)s2)CC1
    -13%, -3, 4%, 2%, -1%, -3%, -4%, -13%, 1%
43: CCOc1ccc(C2C3=C(CCCC3=O)Nc3ccc4ncccc4c32)cc1 (stereo not given)
    -2%, -1, -4%, 5%, 8%, -8%, -26%, -3%, 2%
44: Cc1ccc(CNC(=O)C2CCN(S(=O)(=O)c3ccc4c(c3)OCCCO4)CC2)cc1
    ?, -8, 3%, 13%, -2%, 3%, -2%, -17%, -2%
45: COc1c(C)cccc1C(=O)Nc1ccc(Cl)c(-c2nc3cc(C)ccc3o2)c1
    5%, 0, -10%, -14%, ., -14%, 5%, -16%, -2%
46: COC(=O)c1ccc(CN(c2ccccc2OC)S(=O)(=O)c2cccs2)o1
    -15%, -2, -2%, -3%, -2%, -13%, -6%, -16%, -6%
47: CCNc1nc(NC(C)(C)C)nc(N(CC)n2cnnc2)n1
    58%, -15, -6%, -8%, 12%, 2%, -3%, -16%, -2%
48: CNC[C@H]1Oc2c(NS(=O)(=O)c3ccc(OC)cc3)cccc2C(=O)N([C@H](C)CO)C[C@@H]1C
    ., -9, ., 21%, 6%, -12%, -1%, ., -3%
49: CCCSc1nnc(NC(=O)c2sc3nc(-c4cccs4)ccc3c2N)s1
    18µM*, 7, -16%, ?, 3%, 79µM*, -17%, -7%, 4%
50: COc1ccc(CCN(C)C2CCCN(S(C)(=O)=O)C2)cc1OC (stereo not given)
    94%, -3, -2%, -3%, 11%, -2%, -12%, 3%, 0%
51: COc1cccc2c(=O)n(CC(=O)NC3CCCCC3)ccc12
    3%, -1, -2%, 24%, 1%, -19%, 4%, -2%, -1%
52: Cc1ccc(C(=O)Nc2ccc3c(c2)N(C)C(=O)c2ccccc2S3)cc1
    1%, -2, -8%, 32%[activator], ., -8%, 0%[60.1 µM], -3%, -4%
